# Assay outcomes from PubChem BioAssay.
# GC-A act: GC-A (human) enzyme activation | activation, % at 10 µM | P16066 | HEK293 GC-A cells, cGMP TR-FRET, EC30 ANP; 0% at EC30 ANP, 100% saturating ANP | 0.14% of 370,000 active | AID 1671463; in the data active means activation above about 40%
# rCAG binder: molecules binding r(CAG) RNA repeats. r(CAG) RNA repeat, TO-PRO-1 dye displacement fluorescence. inhibition, % at 3 µM. 1.3% of 370,000 active. AID 651821;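 active means inhibition above the plate cutoff, the mean of all test compounds on that plate plus 3 SD, cut at about 35% in these data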;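 further: 0% = DMSO alone and 100% = 100 µM mitoxantrone as full dye displacement; higher means more dye released from RNA so lower well fluorescence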
# FXN GAA850 act: frataxin GAA850 promoter activation; 0.56% of 360,000 active; AID 540364; HEK293 lucGAA850 FXN promoter luciferase reporter, 24 h; percent of 10 µM SAHA response; activation, % at 6 µM;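 active means activation above the average of all compounds screened plus 3 SD, cutoff fixed separately per campaign, cut at about 7.5% in these data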;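 further: 0% = DMSO wells and 100% = 10 µM SAHA wells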
# ADAM10 inh: inhibitors of human ADAM10; O14672; recombinant ADAM10, EDANS/DABCYL FRET peptide cleavage, 3 h; inhibition, % at 7 µM; 0.62% of 370,000 active; AID 720582;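 active means inhibition above a per-campaign cutoff equal to the mean of compounds falling between control-based bounds plus 3 SD, cut at about 20% in these data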;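 further: 0% = DMSO wells while the 100% control is not disclosed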
# Tn6 DDE FP: DD(E)-Tn6 binding inhibition, primary FP screen; Fibrin DD(E) TRITC-Tn6 fluorescence polarization displacement; inhibition, % at 8.3 µM; 0.21% of 370,000 active; P02675;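 active means inhibition above a per-campaign cutoff: mean of compounds within control limits plus 3 SD, cut at about 15% in these data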;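 further: 0% = median of all compound wells on the plate and 100% = blocking peptide control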
# Target sequence (P02675 whole entry, looked up): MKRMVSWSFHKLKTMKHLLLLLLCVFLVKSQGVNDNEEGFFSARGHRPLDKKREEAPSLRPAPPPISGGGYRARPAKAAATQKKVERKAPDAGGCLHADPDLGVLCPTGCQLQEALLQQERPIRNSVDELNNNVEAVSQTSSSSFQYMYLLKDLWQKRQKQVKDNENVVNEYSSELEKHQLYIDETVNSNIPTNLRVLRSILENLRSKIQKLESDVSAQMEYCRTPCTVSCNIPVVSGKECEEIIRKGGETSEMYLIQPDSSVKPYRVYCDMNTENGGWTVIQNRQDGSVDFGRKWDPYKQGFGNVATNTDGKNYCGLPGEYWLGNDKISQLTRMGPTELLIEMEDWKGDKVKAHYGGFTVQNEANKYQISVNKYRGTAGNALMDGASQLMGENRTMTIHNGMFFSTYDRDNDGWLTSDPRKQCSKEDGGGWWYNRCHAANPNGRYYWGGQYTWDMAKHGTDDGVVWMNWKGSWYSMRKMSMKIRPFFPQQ
# ARFGAP1 inh: inhibits rat ARF GTPase activating protein 1 | Arfgap1-stimulated ARF1 GTP hydrolysis, GDP FP detection | 0.26% of 360,000 active | Q62848 | inhibition, % at 16.5 µM;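 active means inhibition above a per-plate limit, mean inhibition of low control wells plus 3 SD, cut at about 25% in these data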;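 further: 0% = DMSO wells with enzyme and 100% = wells lacking Arfgap1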
# Target sequence (Q62848 1-136 limits assumed): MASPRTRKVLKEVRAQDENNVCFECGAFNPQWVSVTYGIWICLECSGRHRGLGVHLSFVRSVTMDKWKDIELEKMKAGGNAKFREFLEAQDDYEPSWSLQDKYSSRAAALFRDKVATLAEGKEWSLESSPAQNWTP
#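 Assay system: Rat Arfgap1 GAP domain (His6, aa 1-136), purified enzyme | Buffer or medium: HEPES 25 mM pH 7.5, NaCl 150 mM, MgCl2, DTT | Schedule: GTP hydrolysis reaction 2 h at 25 °C | Signal: FP of antibody-bound GDP Alexa 633 tracer, ex 620/em 688 nm | Measure: Percent inhibition of Arfgap1-stimulated GTP hydrolysis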
# NPR2 activator: GC-B (human) receptor activation; HEK293-GC-B cells, CNP EC30, cGMP TR-FRET; 0% at EC30 CNP, 100% saturating CNP; P20594; 0.11% of 370,000 active; activation, % at 10 µM;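 active means activation at 10 µM reaching about 35% in either raw or pattern-adjusted values, limit read from the data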
# sPLA2-III inh: Inhibits HGIII-sPLA2 liposome hydrolysis, primary screen | inhibition, % at 12.2 µM | QFRET BODIPY PC-A2 liposome hydrolysis, fluorescence | Q9NZ20 | 0.56% of 370,000 active;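 active means inhibition above mean plus 3 SD of compounds lying within the high and low control bounds, cut at about 19% in these data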;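 further: 0% = median of test compound wells and 100% = no enzyme DMSO wells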
# KLK7 zymogen act: activators of human kallikrein-7 zymogen; P49862; purified proKLK7, EDANS-DABCYL substrate fluorescence; 100% is mature enzyme control, 0% vehicle; activation, % at 7 µM; 0.9% of 370,000 active; AID 652039;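 active means activation above the mean of all tested compounds plus 3 SD, computed per campaign excluding outliers beyond control limits, cut at about 13% in these data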
# ASAP1 inh: inhibitors of human ASAP1 ArfGAP activity; Q9ULH1; inhibition, % at 16.5 µM; AID 624377; 0.19% of 360,000 active; ASAP1-stimulated ARF1 GTP hydrolysis, GDP FP detection; in the data active means inhibition above about 25%;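 further: 0% = vehicle with enzyme and substrate and 100% = no enzyme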
# Target sequence (Q9ULH1 325-724 limits assumed): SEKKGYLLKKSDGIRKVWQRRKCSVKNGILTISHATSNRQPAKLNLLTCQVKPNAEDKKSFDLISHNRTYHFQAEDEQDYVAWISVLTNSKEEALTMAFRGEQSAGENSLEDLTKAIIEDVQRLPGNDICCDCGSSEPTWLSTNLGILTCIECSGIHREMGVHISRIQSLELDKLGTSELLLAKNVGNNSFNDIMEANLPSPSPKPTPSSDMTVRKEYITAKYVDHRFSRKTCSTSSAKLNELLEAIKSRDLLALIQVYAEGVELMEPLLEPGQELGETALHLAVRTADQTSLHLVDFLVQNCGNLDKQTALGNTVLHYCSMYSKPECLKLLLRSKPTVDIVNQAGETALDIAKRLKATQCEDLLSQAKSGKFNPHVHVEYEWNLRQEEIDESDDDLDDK
# Numbers without * were called inactive; / = no result given.
SMILES,GC-A act,rCAG binder,FXN GAA850 act,ADAM10 inh,Tn6 DDE FP,ARFGAP1 inh,NPR2 activator,sPLA2-III inh,KLK7 zymogen act,ASAP1 inh
CC(=O)c1ccc(NC(=O)N2C3CCC2CC(O)(c2cccnc2)C3)cc1 (configuration not stated),-1,0,1.4,1,4,-1,-4,0,0.2,4
CN1CCN(C(=S)SCC(=O)Nc2nc(-c3ccccc3)c(-c3ccccc3)o2)CC1,-8,1,-1.5,0,-7,-3,-2,-33,0.5,-7
CCc1cc2cc(OC)ccc2nc1SCC(=O)NNC(=O)c1ccco1,-2,4,0.9,2,7,13,-6,-7,-0.5,-4
CC(=O)[C@@]1(O)C(C)CC2C3C=C(C)C4=Cc5c(cnn5-c5ccccc5)C[C@]4(C)C3C(O)C[C@@]21C (some centres not stated),-7,1,1.0,-4,7,13,-4,-27,-1.9,5
COC(=O)c1ccc(CNC(=O)C2CCC(=O)N(Cc3cccc(F)c3)C2)cc1 (configuration not stated),2,-10,-1.4,-4,-10,3,-1,-3,-0.3,-2
O=C(CSc1ccc2nnc(CCNC(=O)c3ccccc3)n2n1)NCCc1ccccc1,1,-5,0.9,-18,2,-6,2,-6,0.7,3
CCN(CC)C(=O)C1=C(C)N(Cc2ccc(OC)cc2)C(=O)C(CC(=O)NCC2CCCCC2)C1 (configuration not stated),-4,-1,0.2,-7,1,-6,-7,-7,0.2,-1
COc1ccccc1C(=O)Nc1nc(C)cc(C)n1,3,-1,0.9,0,-2,-10,-4,4,0.2,4
CC(C)CCNC(=O)C1(C)CCN1Cc1ccc(-c2ccccn2)cc1 (configuration not stated),-4,-2,-2.8,-1,4,-2,1,-2,-0.1,3
C/C(=N/O)c1ccc(Oc2cnccn2)cc1,7,0,2.8,0,1,0,3,2,0.0,-2

# Profiles from above. Values in the order: GC-A act	rCAG binder	FXN GAA850 act	ADAM10 inh	Tn6 DDE FP	ARFGAP1 inh	NPR2 activator	sPLA2-III inh	KLK7 zymogen act	ASAP1 inh
# CCc1cc2cc(OC)ccc2nc1SCC(=O)NNC(=O)c1ccco1 across the screens: -2	4	0.9	2	7	13	-6	-7	-0.5	-4
# COc1ccccc1C(=O)Nc1nc(C)cc(C)n1 across the screens: 3	-1	0.9	0	-2	-10	-4	4	0.2	4

# Next entries.
SMILES,GC-A act,rCAG binder,FXN GAA850 act,ADAM10 inh,Tn6 DDE FP,ARFGAP1 inh,NPR2 activator,sPLA2-III inh,KLK7 zymogen act,ASAP1 inh
CCOC(=O)c1c(NC(=S)NC)sc2c1CCCC2,-4,5,0.8,2,-4,8,-7,13,-0.9,8
O=[N+]([O-])c1ccc2nc(NS(=O)(=O)c3ccccc3[N+](=O)[O-])sc2c1,1,41*,0.6,14,1,4,3,-18,-0.2,-6
Cc1ccccc1OCCN1CCCC1,1,1,-0.6,2,-3,-9,-1,0,0.1,4
COc1ccc2[nH]c(=O)c(CN(CCCN(C)C)C(=O)Nc3ccccc3)cc2c1,-2,1,0.2,-199,-2,7,-1,-1,1.8,-11
Cc1cccc(NC(=O)C2CCN(C(=O)NC3CCCCC3)CC2)c1,0,-1,2.2,10,1,6,4,1,-0.1,-4
CC1CCCCN1CC(=O)Nc1ccc(N2CCCCCC2)cc1 (configuration not stated),0,-4,-0.3,-13,-4,13,-3,15,0.7,9
COC(=O)C1=C(C)N=C2SC(C)C(=O)N2C1/C=C/c1ccccc1OC (configuration not stated),-7,16,1.1,0,-1,-6,1,-10,0.0,8
CSCCC(NS(=O)(=O)c1ccc(C)cc1)C(=O)N1CCN(C(C)=O)CC1 (configuration not stated),0,-4,0.7,-3,1,-6,-4,-1,0.7,-15
O=c1c2cc(Cl)ccc2nc(-c2ccccc2)n1O,-4,-2,2.0,1,1,-1,-5,-6,-0.3,-10
CC(=O)NC(Cc1ccccc1C)C(=O)NC1CCN(C(=O)NCc2ccccc2)CC1 (configuration not stated),4,-4,-1.4,-4,2,3,1,1,0.5,-6
O=C(COC(=O)Cc1ccsc1)NCC12CC3CC(CC(C3)C1)C2,5,-4,1.9,-7,1,-2,2,0,0.2,1
CCCCCn1c(=O)c(C(=O)OCC)c(Cl)c2ccccc21,5,-4,3.0,-25,4,-1,3,4,28*,-5
Cc1ccc(S(=O)(=O)N[C@@H](CC(C)C)C(=O)NCc2ccco2)cc1,4,-4,-1.3,-1,-4,18,-1,-2,0.3,7
CC(C)n1c(SCC(=O)N2CCN(C)CC2)nc2c1c(=O)n(C)c(=O)n2C,4,-7,0.1,-15,7,2,-5,-1,0.1,-19
CCCc1nc2c3ccccc3ccn2c1CC1CCCCC1,-2,1,/,-77,-1,7,-11,1,0.2,-20
Cc1ccccc1C(=O)NC(CC(C)C)C(=O)Nc1ccc(F)c([N+](=O)[O-])c1 (configuration not stated),2,-2,0.6,-1,-5,2,-1,-6,0.2,8
COC(=O)c1cccc(NC(=O)CSc2nnc(C)n2Cc2ccccc2)c1,-5,-4,-0.3,1,0,6,0,-1,0.1,2
CCCCCCCCN1C(=O)[C@@H](CC(=O)NCc2cccc(C(F)(F)F)c2)C[C@@]2(C(=O)OC)C1=C[C@H](C(C)C)O[C@@H]2C1CC1,0,13,/,0,4,/,-2,-3,0.1,/
COC(=O)c1ccc(CN2C(=O)[C@]3(OCCC=C[C@H]3C)c3cc(OC)ccc32)cc1,-1,-1,/,-9,-3,-11,2,3,0.1,-7
O=[N+]([O-])c1ccc(CS(=O)(=O)c2ccc(Cl)cc2)cc1,-11,-1,1.1,-2,1,2,0,-4,0.1,-13
Cc1ccc(S(=O)(=O)c2nc(Nc3nccs3)sc2Cl)cc1,/,27,4.0,11,-1,4,/,-24,-0.3,10
C=CCN(CC=C)C(=S)Nc1cc(Cl)ccc1OC,-3,-1,0.5,-4,-4,17,0,0,-0.3,4
BrC(=C\c1ccccc1)/C=N/N1CCN(c2ccccn2)CC1,-2,-8,3.6,-18,-3,9,0,5,0.0,-4
CCC(c1nnc(SCC(=O)Nc2cc(C)on2)o1)N(C)C (configuration not stated),1,1,-1.1,-5,8,-5,0,7,-0.8,11
O=C(COc1cccnc1[N+](=O)[O-])N1CCN(C(=O)c2ccco2)CC1,2,-2,-1.6,-4,2,3,-3,3,-0.2,-2
CN1CCN(C(=O)c2ccc(COc3cc(Cl)ccc3Cl)o2)CC1,-1,-2,4.5,0,-2,4,5,-5,1.1,-10
CC1(c2ccc3ccccc3c2)NC(=O)N(CC(=O)N2CCC(C(N)=O)CC2)C1=O (configuration not stated),4,-1,2.4,-6,-9,0,4,3,-0.4,-4
Cn1nc(C(F)(F)F)c(-c2ccc(Br)cc2)c1NC(=O)c1cccnc1,-4,0,-2.5,5,-2,3,-4,-15,0.0,8
Cc1ccc(C(=O)OCC(=O)N2CCc3ccccc32)cc1,7,-2,2.3,2,9,-4,1,-1,-0.5,-6
CC(=O)OC1CC2(C)C(=O)CCC2C2CCc3cc(O)ccc3C12 (configuration not stated),-8,-4,-0.4,-3,-8,-1,-4,-5,0.5,-3
COc1cccc(CNC(=O)C2CCC(CNS(=O)(=O)c3cccc4cccnc34)CC2)c1OC (configuration not stated),3,1,/,-2,12,/,-3,-7,0.0,/
CN(C)CCCNC(=O)C1(O)c2cc(Br)ccc2NC(=O)N1c1ccc(Cl)cc1 (configuration not stated),0,3,-0.9,0,1,-4,-5,1,0.2,1
Cn1c(N)c(NC(=S)NC2CCCCC2)c(=O)n(C)c1=O,1,0,1.2,-7,-4,-6,0,12,-0.3,9
Cc1ccccc1OCC(O)CN1C(=O)c2ccccc2C1=O (configuration not stated),6,-1,1.6,1,-4,3,11,-4,0.2,-1
O=[N+]([O-])c1c(NCc2ccccc2)cc(N2CCc3ccccc3C2)c2nonc12,11,0,0.4,-3,5,-9,17,5,-0.6,-5
Cc1ccc(S(=O)(=O)NC(=O)NCc2ccco2)cc1,2,3,0.2,-27,-4,11,8,11,0.4,0
O=C(O)COc1ccccc1/C=N/NC(=O)CSc1nnc(SCc2ccccc2)s1,-1,17,-3.3,-3,-7,7,1,-1,-0.1,11
O=C(OCC(=O)N1CCCCCC1)c1ccc(S(=O)(=O)N2CCOCC2)cc1,-1,-5,1.1,-7,6,-17,-2,1,0.1,-11
Cc1cccn2c(CN(C)C3CCOC3)c(C(=O)N3CCCCC3)nc12 (configuration not stated),-4,-4,0.4,0,-1,1,1,1,0.0,-2
CCCCCCN1C[C@H](n2cc(COC(=O)c3ccccc3)nn2)[C@@H](O)C[C@@H]1c1ccc(C)cc1,-10,4,1.4,-10,3,-3,-1,-23,-0.2,8
COc1cccc(NC(=O)CC2SC(=Nc3ccccc3)NC2=O)c1 (configuration not stated),-2,0,0.8,-3,-8,6,-6,-28,0.2,-14
CCOC(=O)c1sc(Nc2nc(C)cc(C)n2)nc1C,5,0,-4.6,5,0,-11,10,-1,0.1,1
COc1ccc2cc(C(=O)Nc3ccccc3)sc(=O)c2c1OC,1,10,4.8,0,0,9,4,9,0.6,-9
O=C1c2ccccc2COc2ccc(O)cc21,1,4,0.5,1,4,12,0,2,-0.3,-1
N#C/C(=C\N1CCN(Cc2ccc3c(c2)OCO3)CC1)c1nc2ccccc2s1,-11,-2,2.2,5,-4,-9,-8,-9,-0.8,3
CC1=NN(C(=O)CCc2ccc3c(c2)OCO3)C(O)(C(F)(F)F)C1 (configuration not stated),4,-5,-0.1,-1,8,-3,14,-3,0.3,-1
COc1ccccc1C(=O)NNC(=S)NC(=O)c1cccs1,0,8,-1.5,0,-2,3,8,17,-0.2,-5
CCc1nnc(NC(=O)CN2C(=O)CCC2=O)s1,-3,-1,0.9,6,3,-1,2,11,-0.3,-4
O=C(c1ccc(N2CCN(C3CC(=O)N(Cc4cccs4)C3=O)CC2)cc1)c1cccnc1 (configuration not stated),2,-4,-1.8,0,-8,5,-5,-3,1.7,8
CCN(CC)C(=O)C(Oc1ccc(S(=O)(=O)N2CCCC2)cc1[N+](=O)[O-])c1ccccc1 (configuration not stated),-6,-3,0.1,11,-2,-3,-1,-2,0.3,-3

# (listing goes on)
SMILES,GC-A act,rCAG binder,FXN GAA850 act,ADAM10 inh,Tn6 DDE FP,ARFGAP1 inh,NPR2 activator,sPLA2-III inh,KLK7 zymogen act,ASAP1 inh
O=S(=O)(NC1CCN(S(=O)(=O)c2ccc3c(c2)OCCO3)C1)c1c(F)cccc1F (configuration not stated),1,5,3.0,2,0,13,3,4,0.2,2
COc1ccc(S(=O)(=O)N2CCC(C(=O)N[C@@H](C)C(=O)NCc3cccc(OC)c3)CC2)cc1,4,-3,-1.1,-9,3,4,1,7,0.4,-4
CC(C)=CCc1c2c(c3occ(-c4ccc(O)cc4)c(=O)c3c1O)C=CC(C)(C)O2,-15,36*,2.5,19,-10,2,-10,0,0.3,16
O=C(Cn1ncc2c1-c1ccccc1OC2)Nc1cccc(Cl)c1,-7,3,1.1,2,-8,-6,-9,-14,0.1,5
CC(C)Oc1cccc(C(=O)NC(=S)Nc2ccc(N3CCN(C)CC3)cc2)c1,-1,-6,2.1,4,-1,-12,3,-2,0.1,-11
